Rac1 mut GTP: alters GTP binding to activated mutant human Rac1 | P63000 | GST-Rac1 activated beads, fluorescent GTP binding, flow cytometry; actives lie on both sides; 100% means binding = to untreated wells | percent activity (GTP binding), % at 10 µM | 0.11% of 190,000 active | AID 764;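 active means GTP binding at least 20 percentage points away from the 100% baseline, in either direction, so actives lie on both sides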
Pf gamet viab: inhibitors of late stage P. falciparum gametocyte viability. inhibition, % at 10.9 µM. P. falciparum stage V gametocytes, ATP luminescence, 24 h. 0.065% of 150,000 active;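 active means inhibition above the mean plus 3 SD of compounds within the control limits, set per campaign, cut at about 38% in these data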;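 further: 0% = DMSO wells and 100% = medium only without gametocytes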
Rab7 wt modul: modulators of GTP binding to dog Rab7 wildtype GTPase | GST-Rab7 beads, fluorescent GTP binding, flow cytometry; actives lie on both sides; untreated = 100%, excess cold GTP = 0% | GTP binding activity (percent of control), % at 10 µM | 0.055% of 190,000 active | AID 758;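 active means fluorescent GTP binding to Rab7 beads changed by at least 20 points from the 100% baseline, either direction, mostly lower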;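 further: median green fluorescence of bound Bodipy-FL-GTP per Rab7 bead population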
Cdc42 wt: modulators (inhibitors or activators) of GTP binding to human Cdc42 wildtype; P60953; GST-Cdc42 beads, Bodipy-GTP binding, flow cytometry; actives lie on both sides; percent activity (GTP binding), % at 10 µM; 0.2% of 190,000 active; AID 761;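 active means percent activity GTP binding at least 20 points away from the 100% baseline, either down as inhibitor or up as activator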;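 further: median bead fluorescence of bound Bodipy-FL-GTP at 100 nM; 0% = excess unlabeled GTP control and 100% = no compound control; below 100% means less GTP binding so inhibitor and above means activator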
ABCG2 block: human ABCG2 inhibition, ABCB1 as counter-screen; Q9UNQ0; IgMXP3 cells, JC-1 efflux, flow cytometry; inhibition, % at 6.6 µM; 0.1% of 190,000 active; AID 1325;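 active means inhibition above 80%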;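 further: 0% = DMSO and 100% = nicardipine control wells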
Target sequence (Q9UNQ0 whole entry, looked up): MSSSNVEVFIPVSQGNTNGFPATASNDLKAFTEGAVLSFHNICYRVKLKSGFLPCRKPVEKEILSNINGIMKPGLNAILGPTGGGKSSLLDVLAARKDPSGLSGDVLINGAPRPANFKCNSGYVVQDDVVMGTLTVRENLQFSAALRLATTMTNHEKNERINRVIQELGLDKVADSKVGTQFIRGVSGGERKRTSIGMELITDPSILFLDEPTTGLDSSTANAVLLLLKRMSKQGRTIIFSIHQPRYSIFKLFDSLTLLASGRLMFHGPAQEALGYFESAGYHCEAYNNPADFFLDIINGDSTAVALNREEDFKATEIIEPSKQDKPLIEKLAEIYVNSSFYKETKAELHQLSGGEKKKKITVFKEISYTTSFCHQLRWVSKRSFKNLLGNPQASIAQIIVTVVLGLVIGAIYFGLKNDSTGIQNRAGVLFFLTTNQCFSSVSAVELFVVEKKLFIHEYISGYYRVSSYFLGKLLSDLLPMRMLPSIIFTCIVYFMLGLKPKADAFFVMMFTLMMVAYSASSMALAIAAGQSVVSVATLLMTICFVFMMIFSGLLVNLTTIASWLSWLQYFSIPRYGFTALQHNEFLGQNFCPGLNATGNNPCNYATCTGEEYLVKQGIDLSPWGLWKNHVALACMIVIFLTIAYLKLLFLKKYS
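Test system: IgMXP3 (ABCG2) plus far-red-tagged CCRF-Adr (ABCB1) cells. Reagent: JC-1 dye as substrate. Timing: 10 min exposure at 25 °C with rotation, no wash. Measured by: flow cytometric JC-1 green MFI at 530 nm. Read-out: percent efflux inhibition, scaled nicardipine 100% to DMSO 0%. Control set: nicardipine and DMSO wells.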
Rac1 wt modul: modulators of human Rac1 wildtype GTP binding | P63000 | GST-Rac1 beads, fluorescent GTP binding, flow cytometry; actives lie on both sides; 0 = cold GTP competed, 100 = untreated | GTP binding activity (% of control), % at 10 µM | 0.27% of 190,000 active | AID 757;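 active means GTP binding activity at least 20 points away from the 100% control level, either lower or higher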
HRas wt GTP: modulators of GTP binding to human HRas wildtype. 0.14% of 190,000 active. P01112. GTP binding activity, % at 10 µM. GST-Ras wt beads, Bodipy-FL-GTP binding, flow cytometry; actives lie on both sides;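 active means GTP binding activity at least 20% away from the 100% baseline, either lowered as inhibitor or raised as activator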;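 further: 0% = unlabeled GTP competition control and 100% = no-compound control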
Mcl1 Noxa PPI: Mcl-1/Noxa interaction inhibition; TR-FRET Mcl-1/Noxa peptide binding, 2 h; inhibition, % at 21.7 µM; 1.5% of 220,000 active; Q07820;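 active means compounds that cut the protein-peptide binding signal by more than 50% relative to plate controls in a single-dose test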;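 further: His-tagged Mcl-1 with rhodamine Noxa BH3 peptide and terbium anti-His antibody; 0% = Mcl-1 plus Noxa peptide wells and 100% = peptide-only wells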
Target sequence (Q07820 whole entry, looked up): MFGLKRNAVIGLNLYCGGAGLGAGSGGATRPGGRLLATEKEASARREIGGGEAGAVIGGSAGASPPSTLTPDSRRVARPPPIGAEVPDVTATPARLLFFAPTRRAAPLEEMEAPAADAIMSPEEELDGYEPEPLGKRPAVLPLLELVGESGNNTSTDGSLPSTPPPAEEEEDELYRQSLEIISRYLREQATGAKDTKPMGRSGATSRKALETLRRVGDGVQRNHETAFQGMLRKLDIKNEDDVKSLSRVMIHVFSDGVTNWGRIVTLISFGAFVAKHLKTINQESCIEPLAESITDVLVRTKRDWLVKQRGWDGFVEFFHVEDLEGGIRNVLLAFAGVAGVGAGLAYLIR
Rab2A wt mod: changes GTP binding to wildtype dog Rab2A, up or down; GST-Rab2 wt beads, Bodipy-GTP binding, flow cytometry; GTP binding activity, % at 10 µM; AID 760; 0.19% of 190,000 active;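 active means GTP binding activity at least 20 points away from 100%, either lowered or raised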;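 further: 0% = beads with excess unlabeled GTP and 100% = no-compound control corrected for plate trend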
ABCB1 block: inhibitors of human ABCB1 transporter, ABCG2 counter-screen | P08183 | CCRF-Adr cells, JC-1 efflux, flow cytometry | inhibition, % at 6.6 µM | 0.067% of 190,000 active; in the data active means inhibition above about 40%;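 further: 0% = vehicle and 100% = reference inhibitor; higher value means more JC-1 retained so stronger ABCB1 efflux block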
Avidin bead fluor: avidin bead compound fluorescence profile; Avidin beads, compound fluorescence 488/530 nm, flow cytometry; active compounds read high; fluorescence (KMESF) at 10 µM; 0.38% of 220,000 active; AID 1775; in the data active means fluorescence above about 47; further: inactives centre near 10
Active calls of the source: *; · = no result given. The order is random (roughly 2.3% active in at least one column).

cpd	structure	Rac1 mut GTP	Pf gamet viab	Rab7 wt modul	Cdc42 wt	ABCG2 block	Rac1 wt modul
1	C=C(C)C1CC=C(C)/C(=N/NC(=O)c2ccc(NC(=O)CCC)cc2)C1 (centres undefined)	97	-23	101	99	1	102
2	CCOC(=O)c1sc(NC(=S)NC(=O)C23CC4CC(CC(C4)C2)C3)cc1C	99	13	98	98	-1	103
3	C=C(C)Cn1c(N2CCCC2)nc2c1c(=O)[nH]c(=O)n2C	98	·	101	100	3	101
4	O=C(COC(=O)c1ccccc1O)NCCCc1ccccc1	92	·	94	91	8	95
5	CC(=O)Nc1cc(C(=O)N2CCCC2)ccc1S(=O)(=O)c1ccc(C)cc1	103	·	107	102	2	104
6	Cc1nc2ccc(NS(=O)(=O)c3ccc4c(c3)OCCO4)cc2s1	96	·	99	98	10	100
7	CCOc1ccc(CC(=O)OCc2cc(=O)n3cc(Br)ccc3n2)cc1	95	·	93	94	11	95
8	Cc1cccn2c(=O)c3cc(C#N)c(=NC(=O)c4ccncc4)n(CCCOC(C)C)c3nc12	93	·	97	97	2	92
9	N#C/C(=C\c1ccc(N2CCOCC2)c([N+](=O)[O-])c1)c1nc2ccccc2[nH]1	97	-8	94	97	5	97
10	O=C(Nc1ccc(Cl)c(Cl)c1)OCCNC(=O)c1ccncc1	94	-1	91	93	33	92
11	COC(=O)c1ccccc1NC(=O)c1cccc(COc2ccccc2Cl)c1	97	·	100	100	2	99
12	COc1cc2c3c(c1)-c1c(sn(-c4cc(OC)ccc4OC)c1=S)C(C)(C)N3C(=O)C2=O	94	0	93	90	5	94
13	COCCNC(=O)Cn1cc(C(=S)N2CCCCC2)c2ccccc21	96	1	95	97	1	96
14	CCCNC(=S)N1CCC(NC(=O)Nc2ccc(C)cc2)CC1	96	·	102	95	5	98
15	NC(=O)CSc1nc(-c2ccccc2)c(-c2ccccc2)o1	94	·	101	97	0	97

cpd	HRas wt GTP	Mcl1 Noxa PPI	Rab2A wt mod	ABCB1 block	Avidin bead fluor
1	101	-3	99	-0.1	4
2	100	-4	102	-0.5	11
3	101	19	101	0.5	7
4	93	-23	92	0.8	6
5	104	-4	106	0.5	14
6	96	28	98	2.0	12
7	95	22	95	0.7	9
8	94	6	95	0.8	27
9	94	29	93	1.5	21
10	96	24	96	1.3	11
11	99	2	99	-0.2	14
12	97	15	94	1.1	33
13	94	-12	98	-0.1	12
14	99	-4	100	0.3	11
15	97	21	96	0.1	6

Additional compounds
cpd	structure	Rac1 mut GTP	Pf gamet viab	Rab7 wt modul	Cdc42 wt	ABCG2 block	Rac1 wt modul
16	S=C(Nc1ccc(Cl)cc1)N1CCCC1	101	2	97	103	-1	101
17	COC(=O)/C(=N\Nc1ccc(Cl)cc1)Sc1nnc(-c2ccc(OC)cc2)n1C	98	-18	97	99	-9	100
18	COC(=O)C1=C(C)N(C(C)C)C(=O)C1(NC(=O)C1CCCCC1)C(F)(F)F (centres undefined)	97	·	100	99	1	101
19	CNC(=O)C1CC(=O)N(c2ccc(F)c(Cl)c2)C1 (centres undefined)	100	·	104	103	1	106
20	O=C(Nn1cc(C(=O)N2CCN(c3ccccc3F)CC2)c2ccccc2c1=O)c1cnccn1	95	·	97	99	0	99
21	CCCN(c1ccc(C(C)C)cc1)S(=O)(=O)c1c(C)[nH]c(=O)[nH]c1=O	96	·	99	96	2	96
22	Cn1c(NC(=O)c2ccccc2F)cc(=O)n(C)c1=O	100	·	99	100	2	100
23	CCOC(=O)C(Cc1ccccc1)C(=O)Nc1nccs1 (centres undefined)	99	-7	100	101	6	105
24	COc1ccc2cc(-c3nc4ccccc4n3C)c(=O)oc2c1	97	·	102	101	2	105
25	COc1ccc(N(Cc2ccccc2)S(=O)(=O)c2ccc(C)cc2)cc1	94	0	95	94	4	95
26	CC(=O)N1CCc2cc(C(=O)CN3CCCCC3)ccc21	99	·	98	101	-1	102
27	CC(Oc1ccc(Cl)cc1Cl)C(=O)NCCCN1CCOCC1 (centres undefined)	97	·	96	101	-2	104
28	CN(C)CCCN(Cc1cc2cc3c(cc2[nH]c1=O)OCO3)C(=S)Nc1cccc(Cl)c1	97	-1	92	92	1	97
29	CC(=O)c1ccc(N2CCN(C(=S)Nc3ccc(Oc4ccccc4)cc3)CC2)cc1	93	7	101	94	4	94
30	O=C(C(c1ccccc1)c1ccccc1)N1CCC(c2nc(-c3ccccc3Cl)no2)CC1	94	-13	96	94	0	99

cpd	HRas wt GTP	Mcl1 Noxa PPI	Rab2A wt mod	ABCB1 block	Avidin bead fluor
16	102	0	99	0.7	1
17	98	40	98	-1.8	6
18	100	15	100	0.6	14
19	105	-3	101	0.1	8
20	99	15	95	0.5	40
21	97	-32	97	0.3	18
22	100	7	100	0.2	7
23	100	8	101	3.0	9
24	101	32	99	0.5	8
25	94	10	94	0.8	21
26	99	30	98	-1.0	9
27	98	6	98	-0.9	3
28	94	1	96	0.4	13
29	98	9	96	0.7	27
30	97	2	100	0.0	21

Continued:
cpd	structure	Rac1 mut GTP	Pf gamet viab	Rab7 wt modul	Cdc42 wt	ABCG2 block	Rac1 wt modul
31	COc1ccc(C)cc1S(=O)(=O)Nc1cccc(C)c1	99	4	95	99	0	99
32	COc1ccccc1CC(=O)O/N=C(\N)Cc1cccc2ccccc12	98	·	97	100	3	100
33	CCOC(=O)NC(Nc1ccc(OC)cc1)(C(F)(F)F)C(F)(F)F	94	-4	102	96	2	102
34	COc1ccc(/C=N/NC(=O)COc2cc(C)cc(C)c2)cc1COC(C)=O	97	·	104	102	0	106
35	CCC(=O)N1CCc2cc(S(=O)(=O)N3CCN(C(=O)c4ccco4)CC3)ccc21	99	-18	99	102	1	100
36	CC(C)=C(NC(=O)c1ccccc1)C(=O)NCc1ccccc1	98	0	96	98	2	103
37	CCCOC(=O)c1ccc(Oc2cn[nH]c2-c2ccc(OC)cc2O)cc1	100	·	99	103	12	105
38	CCCCCSc1nnc2c(n1)OC(C)N(C(C)=O)c1ccccc1-2 (centres undefined)	99	·	94	100	18	105
39	CC(NC(=O)Nc1ccccn1)N1C(=O)C2C3C=CC(C3)C2C1=O (centres undefined)	94	·	101	97	0	96
40	COc1ccc(/C=N/NC(=O)CC(=O)NC2CCCCC2)cc1	97	·	98	98	5	100
41	COc1ccc(NS(=O)(=O)c2ccc(S(=O)(=O)N3CCOCC3)cc2)cc1	99	3	105	100	1	101
42	O=C(c1ccccc1)c1cccn1CC(=O)N1CCc2ccccc2C1	99	·	89	94	-2	97
43	O=C(COC(=O)C1(c2ccccc2F)CCCC1)NC1CCS(=O)(=O)C1 (centres undefined)	99	·	99	101	-1	103
44	CN(C)C=NC1=NN(c2cccc(C(F)(F)F)c2)CC1	95	·	97	99	2	97
45	Cc1nnc(SCc2c(Cl)cccc2[N+](=O)[O-])s1	94	12	96	97	1	97

cpd	HRas wt GTP	Mcl1 Noxa PPI	Rab2A wt mod	ABCB1 block	Avidin bead fluor
31	95	-11	96	-0.1	8
32	101	5	100	1.9	7
33	100	11	99	0.6	13
34	101	12	101	0.0	5
35	100	-16	99	1.0	40
36	98	-5	98	0.8	6
37	102	-14	102	0.5	11
38	99	4	97	3.3	4
39	95	-4	93	0.1	19
40	97	8	96	-0.1	2
41	100	3	100	0.5	10
42	95	4	93	-0.5	6
43	99	-7	99	-0.2	11
44	97	17	98	0.1	5
45	96	16	96	0.2	8

(list continues)
cpd	structure	Rac1 mut GTP	Pf gamet viab	Rab7 wt modul	Cdc42 wt	ABCG2 block	Rac1 wt modul
46	CCOc1ccc(-c2nnn(CC(=O)Nc3cccc(OC)c3)n2)cc1OCC	97	·	98	96	1	100
47	CC(C)Oc1ccc(/C=N/NC(N)=S)cc1	97	·	99	96	8	97
48	Cc1ccc(NC(=O)CCC(=O)NNC(=S)Nc2ccccc2)c(C)c1	97	·	107	99	0	99
49	Cc1ccc(CN2CCN(/N=C/c3cccnc3)CC2)c(C)c1	99	-18	97	100	36	102
50	Cc1nc(C)n(CC(O)COc2ccc3ccccc3c2)n1 (centres undefined)	97	·	102	99	1	95
51	CCn1cnc2c1c(=O)n(CC(=O)Nc1ccc3c(c1)OC(F)(F)O3)c(=O)n2Cc1ccccc1	97	7	96	99	7	100
52	CC(C)CCNC(=O)C(c1ccco1)N(C(=O)Cn1nnc2ccccc21)c1ccc2c(c1)OCO2 (centres undefined)	100	·	102	101	2	105
53	CCn1c(CNC(=O)C23CC4CC(CC(C4)C2)C3)nnc1SCC(=O)Nc1nnc(C)s1	101	·	99	103	1	110
54	COc1nc(Cc2ccc(Cl)cc2)nc2ccccc12	98	·	106	101	1	100
55	O=C(Nc1cc(C(F)(F)F)ccc1N1CCCC1)c1cccnc1	101	-17	103	99	3	99
56	O=C(Nc1ccccc1)NC1CCS(=O)(=O)C1 (centres undefined)	100	·	96	101	0	101
57	CNC(=O)c1nc(C)n(-c2ccc(Cl)cc2Cl)n1	98	·	95	96	12	97

cpd	HRas wt GTP	Mcl1 Noxa PPI	Rab2A wt mod	ABCB1 block	Avidin bead fluor
46	99	12	97	0.3	5
47	96	-1	97	-0.1	8
48	100	6	101	-0.5	11
49	99	43	94	1.1	4
50	100	34	98	0.4	38
51	96	18	96	0.7	9
52	103	16	103	1.3	5
53	103	10	101	0.4	8
54	103	6	107	0.5	12
55	100	-18	101	0.4	18
56	100	5	97	0.1	21
57	96	0	94	1.4	12

Random excerpt: two compounds from above, in no set order.
cpd	structure	Rac1 mut GTP	Pf gamet viab	Rab7 wt modul	Cdc42 wt	ABCG2 block	Rac1 wt modul
54	COc1nc(Cc2ccc(Cl)cc2)nc2ccccc12	98	·	106	101	1	100
55	O=C(Nc1cc(C(F)(F)F)ccc1N1CCCC1)c1cccnc1	101	-17	103	99	3	99

cpd	HRas wt GTP	Mcl1 Noxa PPI	Rab2A wt mod	ABCB1 block	Avidin bead fluor
54	103	6	107	0.5	12
55	100	-18	101	0.4	18

Compound profiles (already shown). Values in the order: Rac1 mut GTP	Pf gamet viab	Rab7 wt modul	Cdc42 wt	ABCG2 block	Rac1 wt modul	HRas wt GTP	Mcl1 Noxa PPI	Rab2A wt mod	ABCB1 block	Avidin bead fluor
Record of `Cc1nc(C)n(CC(O)COc2ccc3ccccc3c2)n1` (centres undefined) = 97	·	102	99	1	95	100	34	98	0.4	38
Record of `COc1nc(Cc2ccc(Cl)cc2)nc2ccccc12` = 98	·	106	101	1	100	103	6	107	0.5	12

Bioassay records (PubChem BioAssay)
